High-throughput results deposited in PubChem BioAssay by The Scripps Research Institute Molecular Screening Center.
PAFAH1B3 FP inh = PAFAH1B3 enzyme inhibitors, primary screen, biochemical, fluorescence polarization, human; Platelet-activating factor acetylhydrolase IB subunit alpha1 (Homo sapiens), Q15102; recombinant PAFAH1B3, FP-rhodamine probe; inhibition, % at 3.39 µM; 0.28% of 340,000 active; AID 492972, 2010;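 active = inhibition above the screen-wide average of all tested compounds plus 3 SD, cut at about 25% in these data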;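 also: 0% = enzyme with DMSO only and 100% = wells lacking PAFAH1B3 protein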
Target sequence (Q15102 whole entry, looked up): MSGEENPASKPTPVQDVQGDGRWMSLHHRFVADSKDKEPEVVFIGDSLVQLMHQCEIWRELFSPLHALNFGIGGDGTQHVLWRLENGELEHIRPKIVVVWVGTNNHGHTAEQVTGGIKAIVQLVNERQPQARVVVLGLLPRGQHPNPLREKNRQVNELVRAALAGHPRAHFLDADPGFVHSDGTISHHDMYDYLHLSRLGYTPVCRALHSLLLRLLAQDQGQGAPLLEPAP
PAFAH1B2 inh = PAFAH1B2 enzyme inhibitors, primary screen, biochemical, fluorescence polarization, human. inhibition, % at 3.39 µM. 1.2% of 340,000 active. Platelet-activating factor acetylhydrolase IB subunit alpha2 (Homo sapiens), P68402. recombinant PAFAH1B2, FP-rhodamine activity probe. AID 492953, 2010;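 active = inhibition above the mean of all tested compounds plus 3 SD, cut at about 24% in these data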;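 also: 0% = enzyme with DMSO and 100% = wells lacking PAFAH1B2; many of its hits are not listed in these tables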
Target sequence (P68402 whole entry, looked up): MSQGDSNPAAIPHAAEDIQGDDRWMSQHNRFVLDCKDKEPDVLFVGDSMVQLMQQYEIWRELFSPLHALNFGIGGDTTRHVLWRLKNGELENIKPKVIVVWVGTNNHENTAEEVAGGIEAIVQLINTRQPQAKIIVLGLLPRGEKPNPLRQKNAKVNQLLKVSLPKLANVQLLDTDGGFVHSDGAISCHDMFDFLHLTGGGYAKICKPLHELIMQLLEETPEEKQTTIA
Active calls of the source: *. An excerpt (hit frequency here may not be typical).

cpd	Structure	PAFAH1B3 FP inh	PAFAH1B2 inh
1	COc1ccc(/C=C(\NC(=O)c2ccccc2Cl)C(=O)NCCCC(=O)O)cc1	7	3
2	COc1cccc(NC(=O)Cn2c(=O)n(CCCC(=O)NCc3ccco3)c(=O)c3ccccc32)c1	5	3
3	O=C(Nc1ccn(CCCNCC2CCCO2)c(=O)n1)OCc1ccccc1 (stereo not given)	0	4
4	Cc1nc(SCC(=O)N2c3ccccc3NC(=O)CC2C)c2c(C)c(C)sc2n1 (stereo not given)	7	1
5	O=C(COC(=O)c1ccc(Cl)nc1)Nc1ccc(Cl)cc1	4	3
6	CN(C(=O)c1cccc(NC(=O)Cc2cccc(NC(=O)C3CCN(C(=O)c4ccccc4)CC3)c2)c1)C1CC1	13	4
7	N=NC(=O)c1ccccc1Nc1c(O)[nH]c2ccccc12	5	0
8	CC(=O)c1ccc(NC(=O)CSc2nc3nn(-c4ccccc4)c(=O)c-3c3n2CCCCC3)cc1	4	4
9	COc1ccc(C(=O)O)cc1NC(=S)NC(=O)c1ccc(-c2ccc(Cl)cc2)o1	-10	4
10	F[B-](F)(F)c1cncc2ccccc12	10	4
11	CC1CC(C)(C)CC2(C1)NC(=O)N(CC(=O)N1CCN(S(=O)(=O)c3cccc(Cl)c3Cl)CC1)C2=O (stereo not given)	0	7
12	COc1ccc(C(C)(C)C)cc1S(=O)(=O)NCC1CCCO1 (stereo not given)	5	11
13	CCCCC(=O)OC1CCC2C3CCc4cc(O)ccc4C3CCC12C (stereo not given)	5	-2
14	N#Cc1c(-c2ccc(Cl)cc2)n(O)c2ccccc12	4	9
15	Nc1ccc(C(=O)N/N=C/c2cn(Cc3cccc(F)c3)c3ccccc23)cc1	16	9
16	CN(C)CCNC(=O)c1cccc2ccc(-c3ccc(-c4ccccc4)cc3)nc12	1	4
17	CCCCN(C(=O)c1ccc(S(=O)(=O)N2CCCCC2)cc1)C1CCS(=O)(=O)C1 (stereo not given)	1	9
18	Cn1c(COc2ccccc2)nnc1SCC(=O)Nc1nnc(C2CC2)s1	6	3
19	CCOc1ccc(NC(=S)N2CCN(S(=O)(=O)c3ccc(OC)cc3)CC2)cc1	1	8
20	CCOc1ccc(CCN2C(=O)C(=O)N([C@@H](CC(C)C)CN3CCC[C@@H]3CN3C(=O)C(=O)NC[C@@H]3Cc3ccccc3)C[C@@H]2CC(C)C)cc1	4	2
21	COc1ccccc1NC(=O)Nc1ccc(C)cn1	3	-6
22	CCc1ccccc1NC(=O)c1cnccn1	7	1
23	O=C(Nc1ccc(NC(=O)C2CCCCC2)nc1)c1cccc(F)c1	2	3
24	COc1cc2c(c(OC)c1OC)-c1ccc(OC)c(=O)cc1C(NC(=O)c1ccccc1)CC2 (stereo not given)	8	1
25	O=C(COC(=O)c1ccco1)Nc1ccc(N2CCOCC2)cc1	8	4
26	COCC(=O)OCC(=O)Nc1cc([N+](=O)[O-])ccc1Cl	1	1
27	CC(Sc1nnc(-c2ccco2)n1N)C(=O)NCc1ccc2c(c1)OCO2 (stereo not given)	3	1
28	CN(C)C(CNC(=O)C1CCN(S(=O)(=O)c2ccccc2C(F)(F)F)CC1)Cc1ccccc1 (stereo not given)	-2	1
29	Oc1ccc(Cl)c2cccnc12	4	5
30	C/C(=N/NC(=O)c1ccc(C)s1)c1cccnc1	-2	-2
31	CSc1nc(N(CCO)CCO)c2sc3nc(-c4ccco4)c4c(c3c2n1)CCC4	15	6
32	O=C1NC(=O)C2(CCC(C3CCCCC3)CC2)N1 (stereo not given)	2	11
33	CCOCCCN(C(=O)c1ccco1)C(C(=O)NC1CCCC1)c1cccc(OC)c1OC (stereo not given)	4	4
34	CCN(c1ccc(OC)cc1)S(=O)(=O)c1nnc(NC(=O)C(C)C)s1	1	8
35	CC(=O)C1CCC2C3CCC4=CC(=O)CCC4(C)C3(F)C(O)CC12C (stereo not given)	10	2
36	O=C(C=Cc1cccnc1)c1ccccc1	9	-1
37	N#CC1C(=O)NC(=O)C(C#N)C12CCCC(C(F)(F)F)C2 (stereo not given)	-3	1
38	COc1ccc(C2OCC(C)([N+](=O)[O-])CO2)cc1 (stereo not given)	-1	4
39	Cc1ccnc(NC(=O)COc2ccccc2[N+](=O)[O-])c1	-2	-3
40	CCN1C[C@@H]2[C@@H]3C(=O)N(Cc4ccccc4)C(=O)[C@@H]3[C@](C)(C1=O)N2C(=O)c1ccc(Cl)cc1	7	2
41	CS(=O)(=O)c1ccc(NC(=O)c2cc3c(cc2Cl)N2CCCCCC2=NS3(=O)=O)cc1	-2	-2
42	Cc1cc(Nc2ccc(C(=O)N3CCCCC3)cc2)c2cccc(C)c2n1	-2	-1
43	O=C(Nc1cc(Cl)ccc1N1CCOCC1)c1ccco1	-2	-2
44	CC(=O)c1cccc(NC(=O)COC(=O)Cc2ccc(Cl)cc2)c1	1	7
45	O=C1c2ccccc2C(=O)N1CC1CO1 (stereo not given)	4	4
46	Cc1cc(C)c(C#N)c(SCC(=O)N(CC(C)C)C2CCS(=O)(=O)C2)n1 (stereo not given)	9	2
47	C=CCOC(=O)C(C(=O)Cc1ccccc1)c1ccccc1 (stereo not given)	9	5
48	Cc1ccc(OCC(=O)N/N=C/c2ccc3c(c2)OCO3)cc1C	7	4
49	CC(C)Cc1ccc(C(=O)NCc2ccc3c(c2)OCO3)o1	11	8
50	N#Cc1c(N)n(C2OC(CO)C(O)C2O)c2ncnc(N)c12 (stereo not given)	5	1
51	O=C(N/N=C/c1c[nH]c2ccccc12)c1ccccc1Cl	10	1
52	CN(C)S(=O)(=O)c1ccc(NC(=O)Cn2nc(-c3ccc4c(c3)OCCO4)ccc2=O)cc1	2	3
53	O=C(NC1CCCCC1)c1csnn1	8	2
54	CN(C(=O)c1cccc(NC(=O)Cc2ccc(NC(=O)C3CCCN(S(=O)(=O)c4cccc([N+](=O)[O-])c4)C3)cc2)c1)C1CCC1 (stereo not given)	-5	-7
55	COc1ccc2oc(=N)c(C(=O)Nc3ccc(C)cc3)cc2c1	4	-2
56	Nc1ccc2c(c1)[nH]c(=O)c1ccccc12	9	0
57	CN(C)CCNC(=O)c1cccc2nc3cccc(F)c3nc12	0	1
58	Cc1ccc(C2=Nc3c(ccc4ccccc34)C(c3ccncc3)=NN2)cc1	4	0
59	COc1ccc(CC(=O)NCCCSc2ccccc2)cc1OC	8	4
60	Cc1ccc(/C=C/C(=O)NCc2ccc(S(N)(=O)=O)cc2)o1	2	4

Continuation.
cpd	Structure	PAFAH1B3 FP inh	PAFAH1B2 inh
61	O=C(Cc1cccc(NC(=O)C2CCCN(C(=O)C3CCC3)C2)c1)Nc1ccc(C(=O)N2CCCCC2)cc1 (stereo not given)	3	6
62	COC(=O)C(CC(=O)c1ccc(Cl)cc1)c1ccccc1 (stereo not given)	9	2
63	CC1CCCC(NC(=O)COC(=O)Cc2cn3ccsc3n2)C1C (stereo not given)	-7	2
64	C=CCSc1nc2c(C(=O)OCC)nnn2c2ccccc12	14	3
65	COc1ccc(NC(=O)c2cccc(Cl)c2)c[n+]1[O-]	15	7
66	O=[N+]([O-])c1ccc(O)c(C=NNc2ccc(S(=O)(=O)O)cc2)c1	9	6
67	Cc1cccc(N2CCN(C(=O)CNC(=O)C3CCCCC3)CC2)c1C	7	4
68	O=C(CCNS(=O)(=O)c1ccc2ccccc2c1)NCCOc1ccccc1	12	12
69	COc1ccc(CCNC2CC(=O)N(CCc3ccc(OC)c(OC)c3)C2=O)cc1OC (stereo not given)	5	2
70	O=C(CN1C(=O)C(=O)N(C2CCCC2)C1=O)Nc1ccc([N+](=O)[O-])cc1	9	3
71	COc1ccc(NC(=O)NCCCCc2ccccc2)cc1	12	8
72	CCOC(=O)C1CCCN(C(=O)c2ccc(NS(=O)(=O)c3ccc4[nH]c(=O)[nH]c4c3)cc2)C1 (stereo not given)	8	1
73	Nc1ccc2c3c(cccc13)C(=O)N(c1ccccc1)C2=O	10	19
74	Cn1c(=O)c2[nH]c(SCCN)nc2n(C)c1=S	5	3
75	O=C(CN1CCN(S(=O)(=O)c2ccc3c(c2)OCCO3)CC1)Nc1ccccc1Br	8	-2
76	CCOc1ccccc1C(O)C1=CC(=O)c2ccccc2C1=O (stereo not given)	17	15
77	Cc1cc(=O)[nH]c(N/N=C/c2ccc(F)cc2)n1	3	5
78	O=C(Nc1ccncc1)Nc1cc(Cl)ccc1Cl	3	6
79	CCC(Oc1ccc(C)cc1)C(=O)Nc1ccc2c(c1)n(C)c(=O)n2C (stereo not given)	7	2
80	O=C(Nc1ccc2c(c1)OCCO2)c1cccc(Br)c1	-1	2
81	O=c1oc2c(O)cccc2cc1-c1nc2ccccc2[nH]1	19	6
82	CN(Cc1cnc2nc(N)nc(N)c2n1)c1ccc(C(=O)NC(CCC(=O)O)C(=O)O)c2ccccc12 (stereo not given)	0	4
83	O=C1NN(c2ccccc2)C(=O)/C1=C\c1ccc(-c2cc([N+](=O)[O-])ccc2O)o1	33*	13
84	CC1(c2ccc3c(c2)OCO3)NC(=O)N(CC(=O)Nc2ccccc2)C1=O (stereo not given)	0	-1
85	CCOC(=O)N1CCN(CC(=O)NC(=O)Nc2ccc3c(c2)OCCO3)CC1	7	5
86	Cn1c2ccccc2c2ccc3c(c21)C(=O)C=CC3=O	18	21
87	Cc1ccc(C(=O)CCC(=O)Nc2ccccc2C)cc1C	7	3
88	O=C(COC(=O)C1CCN(c2ccc(C(F)(F)F)cn2)CC1)NCc1cccc(Cl)c1	3	4
89	COc1ccc(CCC(=O)N2CCN(S(=O)(=O)c3cccs3)CC2)cc1	9	6
90	COc1ccccc1N(C(=O)CNS(=O)(=O)c1ccccc1)C(C(=O)NCc1ccco1)C(C)C (stereo not given)	-2	0
91	COC(=O)C1=C(\O)CCCC/C=C\1C(=O)O	2	3
92	Cc1cccc(C(=O)Oc2ccc(/C=N/NC(=O)c3cc(O)cc(O)c3)cc2)c1	26*	5
93	Cc1ccc(CN(C)C(=O)C2CCN(C(=O)Nc3ccccc3)CC2)o1	-3	-1
94	CCCCN1CCC(=O)C(C(=O)OCC)=C1C(=O)OCC	8	6
95	O=C1CCC(=O)c2ccc3c4c(ccc1c24)CC3	13	9
96	CCOC(=O)Nc1cc(N)ncn1	11	2
97	CCN(CC)Cc1c(O)c(Cl)cc2c(C)cc(=O)oc12	5	10
98	COc1cccc(CC(O)CC2c3c(cc4c(c3OC)OCO4)CCN2C)c1 (stereo not given)	11	2
99	COc1ccc(CNCCS(=O)(=O)NCc2ccc(OC)cc2)cc1	9	8
100	O=C1CC(c2ccc(Cl)cc2)Oc2ccc(Cl)cc21 (stereo not given)	1	-2

Whole records from above. Order of values: PAFAH1B3 FP inh | PAFAH1B2 inh
Record of `CCCCN1CCC(=O)C(C(=O)OCC)=C1C(=O)OCC` = 8 | 6
Record of `COc1cccc(NC(=O)Cn2c(=O)n(CCCC(=O)NCc3ccco3)c(=O)c3ccccc32)c1` = 5 | 3
Record of `CCOc1ccc(CCN2C(=O)C(=O)N([C@@H](CC(C)C)CN3CCC[C@@H]3CN3C(=O)C(=O)NC[C@@H]3Cc3ccccc3)C[C@@H]2CC(C)C)cc1` = 4 | 2

Other records:
cpd	Structure	PAFAH1B3 FP inh	PAFAH1B2 inh
101	O=C1C=CC(=Nc2ccc3c(c2)Cc2cc(F)ccc2-3)O1	-4	4
102	CCN1C[C@@H]2[C@@H]3C(=O)N(C)C(=O)[C@@H]3[C@](Cc3ccccc3)(C1=O)N2C(=O)c1ccc(F)cc1	8	1
103	OC(COCc1ccccc1)COCc1ccccc1	-6	-1
104	Cc1ccc(NS(=O)(=O)c2cccc(C(=O)NC3CCN(Cc4ccccc4)CC3)c2)c(C)c1	2	1
105	O=C(Nc1ccc(N2CCN(C(=O)c3ccccc3)CC2)cc1)c1ccc([N+](=O)[O-])o1	4	3
106	COC1OC2COC(c3ccccc3)OC2C2OC12 (stereo not given)	8	2
107	O=C(O)c1ccccc1C=NN=C1c2ccccc2-c2ccccc21	6	2
108	C=CCn1cnc2c(c1=O)c1nc3ccccc3nc1n2/N=C/c1ccccn1	1	-4
109	CCOc1ccc(OCC(=O)OCC(=O)Nc2ccc3[nH]c(=O)[nH]c3c2)cc1	9	-3
110	O=C(CCN1CCC2CCC(C2)C1)c1ccccc1 (stereo not given)	3	0
111	Cc1c(Cl)ccc2c(C(O)CBr)cc(-c3ccccc3)nc12 (stereo not given)	0	-6
112	O=C(O)c1ccc(-c2ccc(/C=C3\NC(=O)N(Cc4ccc(Cl)cc4)C3=O)o2)cc1Cl	22	8
113	Cn1c(N)c(C(=O)COC(=O)Cc2ccc(Cl)cc2)c(=O)n(C)c1=O	1	5
114	C[C@]12CCC(=O)C=C1C=C[C@@H]1[C@@H]2CC[C@@]2(C)[C@H]1CC[C@@]21CCC(=O)O1	-3	5
115	COc1cc(/C=C/CNC[C@H]2O[C@@H](n3cnc(C(N)=O)n3)[C@H](O)[C@@H]2O)ccc1O	6	4
116	Cc1ccccc1N1CCN(C2CCCN(C(=O)c3ccc(Cl)s3)C2)CC1 (stereo not given)	-1	7
117	O=C(/C=C/c1ccccc1)Nc1cccc(C(=O)N2CCCCC2)c1	2	6
118	O=C(N/N=C/c1cccnc1)c1ccc2ccccc2c1O	7	4
119	COC(=O)Nc1ccc2c(c1)N(C(=O)CCCl)c1ccccc1S2	10	5
120	Cn1c(=O)c2[nH]c(COc3ccccc3)nc2n(C)c1=O	11	-1

3 entries out of the list above, arranged by the value under PAFAH1B3 FP inh, smallest number first:
cpd	Structure	PAFAH1B3 FP inh	PAFAH1B2 inh
101	O=C1C=CC(=Nc2ccc3c(c2)Cc2cc(F)ccc2-3)O1	-4	4
108	C=CCn1cnc2c(c1=O)c1nc3ccccc3nc1n2/N=C/c1ccccn1	1	-4
120	Cn1c(=O)c2[nH]c(COc3ccccc3)nc2n(C)c1=O	11	-1
